Screens from PubChem BioAssay.
pAkt inh = blocks phosphorylation of Akt | Neuro2A IGF-stimulated pAkt S473 HTRF, 20 min; active compounds read low | activity change, % for hits at 50 µM | 0.32% of 360,000 active | AID 651550; in the data active means activity change below about -80%; inconclusive means mostly about -51% to -80%; further: on the % scale 0 is the no-effect control and ±100 the full control effect
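Single-point screen (50 µM final compound) in Neuro2A cells stimulated 20 min with 6 nM IGF at 37 deg C. After lysis, Ser473-phosphorylated Akt read by HTRF (ex 330 nm, em 615/665 nm) as the 665/615 ratio.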
A549 viability = A549 cytotoxicity, counter-screen for Nrf2 inhibitors; A549 ARE-Fluc cells, CellTiter-Fluor viability, 18-24 h; Potency, µM (doses to about 46 µM), for inactives: at the top dose activity change, negative = cytotoxicity, usual class: inhibitors; 0.16% of 390,000 active; further: potency means the concentration at half of the fitted maximal effect; on the % scale 0 is the no-effect control and ±100 the full control effect
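A549 ARE_Fluc cells in 5% FBS OPTI-MEM were exposed to compounds in concentration-response for 18-24 h at 37 deg C. Viability was read by CellTiter-Fluor fluorescence (Ex 405/Em 525) after 30 min, before the luciferase read.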
Abeta yeast res = compounds reversing amyloid beta toxicity in yeast | yeast expressing A-beta42, growth rescue, OD600, 48 h; response scale: 0% DMSO, 100% iron-clioquinol control | Potency, µM (doses to about 46.1 µM), for inactives: top-dose growth rescue, most hits filed as activators | 0.063% of 410,000 active; further: potency means the concentration at half of the fitted maximal effect; nearly all actives have a fitted effect of over 55% in size
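Growth rescue measured by 600 nm absorbance after 48 h yeast culture at 30 C with compound. Values normalized between DMSO and an equimolar ferric chloride plus clioquinol control.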
Nrf2 ARE act = Nrf2 pathway activation; Potency, µM (series often up to 46.1 µM), for the others: at the top dose activation, hits mostly activators; AREc32 ARE-luciferase reporter (MCF7-derived line), luminescence, 24 h; 0.31% of 410,000 active; further: potency means the concentration at half of the fitted maximal effect; % of control where 0% means no effect; nearly all actives have a fitted effect of over 65% in size
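Luciferase luminescence (Steady-Glo, 30 min at room temperature) served as the read-out of ARE activation in AREc32 cells treated with compounds for 24 hr at 37 deg C.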
HepG2 tox = counter-screen for TGF-b inhibitors: cytotoxicity in HepG2 cells. Potency, µM (series often up to 46.1 µM), for inactives: top-dose activity change, negative = cytotoxicity, most hits filed as cytotoxic. AID 588856. HepG2 CAGA-GFP viability, ATP luminescence, 18 h. 0.76% of 410,000 active; further: potency means the concentration at half of the fitted maximal effect; some results filed as inactive show a strong effect at the top dose
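HepG2 CAGA-GFP cells (1000/well, DMEM with 1% FBS) received compound, then TGF-beta at 500 pg/mL final, and were incubated 18 hours at 37 degrees C. Viability was read by CellTiter-Glo luminescence. Media-only wells were set as complete cell-killing and DMSO as no toxicity.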
Nrf2 block = Nrf2 pathway inhibition. Potency, µM (series often up to 46 µM), without a hit: at the highest dose activity change, negative = inhibition, actives largely listed as inhibitors. 2.1% of 360,000 active. A549 ARE-Fluc reporter, luciferase luminescence, 18-24 h. AID 504444; further: potency means the concentration at half of the fitted maximal effect; on the % scale 0 is the no-effect control and ±100 the full control effect; nearly all actives have a fitted effect of over 60% in size
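Nrf2 function is reported as luminescence of an ARE-controlled luciferase in A549 cells. Compounds were tested at several concentrations, and a CellTiter-Fluor read on the same wells flagged cytotoxicity.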
CCT chaperon mod = changes cytosolic chaperonin activity | purified chaperonin ATPase assay, HTRF ADP detection, 30 min | activity change, % (test concentration not listed), hits read low | 0.3% of 360,000 active; in the data active means activity change below about -30%; further: on the % scale 0 is the no-effect control and ±100 the full control effect
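TRiC at 40 or 20 nM final (batch-dependent) in 30 mM Tris pH 7.4, 100 mM KCl, 5 mM MgCl2, 1 mM DTT, with compound at single 76 uM and 10 uM ATP, 30 min at 37 deg C. ADP detected by HTRF Transcreener, 665/615 ratio.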
TGFb inhibitor = TGF-b pathway inhibition | AID 588855 | HepG2 CAGA-GFP TGF-b/SMAD3 reporter, GFP fluorescence, 18 h; TGF-beta stimulated, 500 pg/mL final | 1.2% of 410,000 active | Potency, µM (doses to about 46.1 µM), for the others: at the highest dose activity, negative = inhibition, hits mostly inhibitors; further: potency means the concentration at half of the fitted maximal effect; on the % scale 0 is the no-effect control and ±100 the full control effect; nearly all actives have a fitted effect of over 65% in size
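Inhibition was scored as loss of TGF-beta-induced (500 pg/mL final, 18 hours, 37 degrees C) GFP in HEPG2 cells carrying a CAGA-GFP reporter, in DMEM with 1% FBS. Well GFP was summed per cell; Activity was normalised to unstimulated and stimulated DMSO wells, then concentration-response fitting.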
MmCpn inh = M. maripaludis TRiC chaperonin inhibition. AID 504842. Potency, µM (titrated, usually from 76.9 µM), without a hit: at the top dose activity, negative = inhibition, actives largely listed as inhibitors. 0.031% of 330,000 active. purified Mm-Cpn ATPase, ADP Transcreener TR-FRET; further: potency means the concentration at half of the fitted maximal effect; on the % scale 0 is the no-effect control and ±100 the full control effect; nearly all actives have a fitted effect of over 80% in size
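ATP (10 uM final) was added to archaeal chaperonin (25 nM final) after 10 min exposure to test compound at 37°C; after 30 min further incubation, ADP was detected by competitive TR-FRET.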
An asterisk follows results filed as active; i = inactive; ? = inconclusive; / = not tested or not shown; & = joins results of further samples. Unless noted, the call rests on the fitted dose curve; in most records, active means well fitted curve in the direction sought with a large enough effect; inconclusive means small, poorly fitted or top-dose-only effect, or another doubt; inactive means no such curve, though single readings can be large; an effect the other way counts as inactive or inconclusive.

SMILES	pAkt inh	A549 viability	Abeta yeast res	Nrf2 ARE act	HepG2 tox	Nrf2 block	CCT chaperon mod	TGFb inhibitor	MmCpn inh
Cn1c(N)c(C(=O)COC(=O)c2cccc(S(=O)(=O)NCc3ccccc3)c2)c(=O)n(C)c1=O	i	-2%	9%	0.2%	-9%	10%	2.7	-4%	-1%
Cc1cc(C)c(OCC(=O)OCC(=O)NC2CCCCCCC2)c(C)c1	i	0%	18%	-0.3%	-38%	5%	-0.1	-11%	2%
C#CCOCCOCCOCCNc1nc(N2CCN(C(=O)C([C@@H](C)CC)n3cc(C(N)Cc4ccc(O)cc4)nn3)CC2)nc(N2CCN(C(=O)[C@H](CCC(=O)O)n3cc(C(N)CC(C)C)nn3)CC2)n1 (some centres undefined)	i	-2%	1%	0.3%	3%	6%	0.9	10%	/
Cc1cc(CN2C(=O)c3ccccc3C2=O)cc(N2CCOCC2)c1	i	10%	-4%	-0.1%	0%	7%	1.6	-1%	-4%
CCOC(=O)CSC1=N/C(=C\c2ccc(OC)c(OC)c2)C(=O)N1C	i	?	-12%	1.7%	2%	19%	1.7	-15%	-2%
CC(=O)C(C)n1cnc2scc(-c3ccc(C)cc3)c2c1=O (centres undefined)	i	4%	-7%	3.7%	-13%	6%	-1.5	-5%	0%
Cc1ccc(C(=O)OCC(=O)NCCc2ccccc2)cc1C	i	-6%	14%	-0.7%	-20%	-4%	-1.5	?	-2%
C=CCn1c(COc2ccccc2F)nnc1SCC(=O)NC(=O)NCc1ccco1	i	6%	-31%	1.5%	-21%	0%	0.0	-14%	-1%
Cc1cccc(C)c1NC(=O)Cn1cc(C(=O)C2CC2)c2ccccc21	/	0%	-20%	-0.3%	-22%	-4%	/	1%	/
O=C1C=C(C2OC(CO)C(O)C2O)C(=O)N1 (centres undefined)	i	10%	-10%	0.6%	-23%	-16%	-2.1	-28%	/
CCOC(=O)c1c(NC(=O)CSc2nnc(-c3ccc(OC)cc3)o2)sc2c1CCC2	i	-4%	10%	0.1%	-1%	14%	1.4	?	/
CC(C)NC(=O)CSc1nnc(-c2ccc(F)cc2)c2ccccc12	i	3%	5%	?	14%	-11%	-0.2	?	-12%
COc1ccc(/C=N/NC(=O)Cc2n[nH]c(=O)[nH]c2=O)cc1	i	1%	-12%	0.4%	-35%	11%	-1.9	-4%	2%
O=C(COC(=O)C1(c2cccc(F)c2)CCCC1)NCc1cccs1	i	2%	17%	-0.6%	-17%	11%	-4.5	-1%	1%
C=C1CCN(Cc2ccccc2)S(=O)(=O)c2ccccc21	i	13%&6%	7%	-2.1%	-8%&2%	-48%&-12%	-2.7	8%&-10%	2%

Continued; the last two above are carried over.
SMILES	pAkt inh	A549 viability	Abeta yeast res	Nrf2 ARE act	HepG2 tox	Nrf2 block	CCT chaperon mod	TGFb inhibitor	MmCpn inh
O=C(COC(=O)C1(c2cccc(F)c2)CCCC1)NCc1cccs1	i	2%	17%	-0.6%	-17%	11%	-4.5	-1%	1%
C=C1CCN(Cc2ccccc2)S(=O)(=O)c2ccccc21	i	13%&6%	7%	-2.1%	-8%&2%	-48%&-12%	-2.7	8%&-10%	2%
CC(C)c1nc2n(n1)C1(CCCCC1)[C@@H]1CCCC[C@@H]1N2	/	6%	-1%	-0.2%	-16%	7%	/	6%	/
CCOC(=O)/C(=C/C=C/c1ccccc1)NC(=O)c1ccccc1	i	-4%	-8%	0.1%	14%	-10%	0.0	-5%	-3%
Cc1ccc(S(=O)(=O)NCCC(=O)NNC(=O)c2ccccc2O)cc1C	i	-5%	1%	-0.6%	-31%	14%	2.2	0%	1%
COc1ccc(NC(=O)CSc2cc(-c3ccccc3)nc(C)n2)cc1	/	1%	-13%	4.5%	-8%	-27%	/	?	/
CCOC(=O)c1cc(NC(=O)c2ccc(C)cc2)c(=O)oc1C(F)(F)F	i	-6%	1%	1.8%	-3%	-15%	-0.9	-9%	-1%
Cc1c(NC(=O)c2ccc(F)c(S(=O)(=O)N3CCOCC3)c2)c(=O)n(-c2ccccc2)n1C	-106%*	-2%	2%	0.7%	-42%	27%	0.7	12%	3%
CCc1cccc2c(=O)c(C(=O)NCCCOC)c[nH]c12	i	2%	0%	-0.5%	-16%	2%	-1.3	7%	1%
CCCN1CCN(C(=O)c2ccc3nc(CC)c(CC)nc3c2)CC1	i	-5%	4%	-0.7%	-16%	1%	0.4	4%	3%
CC1(C)CC(=O)C(CO)=C(c2cccc3ccccc23)C1=O	i	-6%	0%	3.0%	3%	1%	-1.5	0%	0%
C/C(=N\Nc1ncc(Cl)cc1Cl)c1ccc(S(=O)(=O)NCc2ccco2)cc1	i	1%	1%	7.5%	-42%	13%	0.6	?	0%
Oc1cccnc1SCc1ccccc1	i	-4%	21%	8.5%	-3%	7%	-0.4	20%	1%
COC(=O)c1ccc(/C=C/c2c(-c3ccc(OC)cc3)oc3ccccc23)cc1	i	-21%	0%	-0.6%	2%	?	-1.9	1%	0%
CC(C)(C)c1ccc(S(=O)(=O)N2CCN(C(=O)c3cc(-c4ccc(Br)cc4)n[nH]3)CC2)cc1	/	6%	-1%	-0.1%	-4%	87%	/	-12%	/
CCn1cnc2sc(C(=O)Oc3cccc(C)c3)c(C)c2c1=O	i	4%	-17%	4.0%	-15%	?	0.9	-1%	-1%
CCc1nc(SCC(=O)c2ccc(C)c(C)c2)n[nH]1	i	2%	-18%	2.4%	-24%	-5%	-2.0	?	-2%
O=C(NCc1ccccc1Cl)C1CCCN(S(=O)(=O)c2cccc3nsnc23)C1 (centres undefined)	i	1%&4%	10%&12%	-0.8%&-0.2%	-12%&-4%	?	-0.7	?	1%
CCCCCCc1cc2cc(-c3nnc(-c4ccccc4O)o3)c(=O)oc2cc1O	i	14%	1%	-0.5%	-12%	9%	-2.3	13%	-3%
CCc1ccc(OCCNC(=O)c2cccs2)cc1	i	-9%	0%	2.7%	-3%	-10%	-1.8	4%	3%
CCc1ccccc1NC(=O)Cn1c(SCc2ccc(F)cc2)nc2ccncc21	/	-15%	-11%	7.0%	-25%	?	/	?	/
CC(OC(=O)c1ncc(Cl)c(Cl)c1Cl)C(=O)NC1(C#N)CCCCC1 (centres undefined)	i	2%	7%	14%	-4%	0%	-0.8	-36%	0%
CCOc1ncccc1C(=O)OCc1csc(CC(=O)Nc2ccccc2C)n1	i	1%	-17%	0.5%	-36%	-5%	0.0	4%	-4%
CC(C)(C)NC(=O)CSc1nc2scc(-c3ccccc3)c2c(=O)[nH]1	i	2%	0%	-0.2%	-36%	10%	1.3	?	0%
O=C1O/C(=C/c2ccccc2)N=C1c1ccccc1	i	9%	-12%	0.3%	16%	-2%	-2.2	3%	1%
C/C=C/C(=O)OCC(=O)Nc1cc(-c2cc(C)c(C)cc2C)nn1-c1ccccc1	i	1%	10%	0.1%	-11%	-9%	-2.5	-3%	2%
N/C(=N\OC(=O)COc1ccc([N+](=O)[O-])cc1)c1ccncc1	i	2%	-13%	0.7%	1%	1%	-0.3	4%	1%

Some of these compounds in order of the CCT chaperon mod value, falling:
Structure | pAkt inh | Nrf2 ARE act | CCT chaperon mod | MmCpn inh
CC(C)(C)NC(=O)CSc1nc2scc(-c3ccccc3)c2c(=O)[nH]1 | i | -0.2% | 1.3 | 0%
CCOc1ncccc1C(=O)OCc1csc(CC(=O)Nc2ccccc2C)n1 | i | 0.5% | 0.0 | -4%
CCc1ccc(OCCNC(=O)c2cccs2)cc1 | i | 2.7% | -1.8 | 3%
CCCCCCc1cc2cc(-c3nnc(-c4ccccc4O)o3)c(=O)oc2cc1O | i | -0.5% | -2.3 | -3%

One compound at a time, from the list above:
`N/C(=N\OC(=O)COc1ccc([N+](=O)[O-])cc1)c1ccncc1` across the screens: pAkt inh: i; A549 viability: 2%; Abeta yeast res: -13%; Nrf2 ARE act: 0.7%; HepG2 tox: 1%; Nrf2 block: 1%; CCT chaperon mod: -0.3; TGFb inhibitor: 4%; MmCpn inh: 1%
`CC(C)(C)NC(=O)CSc1nc2scc(-c3ccccc3)c2c(=O)[nH]1` across the screens: pAkt inh: i; A549 viability: 2%; Abeta yeast res: 0%; Nrf2 ARE act: -0.2%; HepG2 tox: -36%; Nrf2 block: 10%; CCT chaperon mod: 1.3; TGFb inhibitor: ?; MmCpn inh: 0%
